Screening data from PubChem.
UDG counterscr – Primary qHTS assay for inhibitors of Activation Induced Cytidine Deaminase (AID): UDG Counterscreen signal; 0.14% of 91,000 active; FRET deamination/UDG coupled assay, UDG read, 4 h; Uracil-DNA glycosylase; Potency, µM (series often up to 115 µM), for the others: at the highest dose activity change, negative = inhibition, most hits filed as inhibitors; AID 1347430, 2020; note: nearly all actives have a fitted effect of over 65% in size
AID inhibitor – Primary qHTS assay for inhibitors of Activation Induced Cytidine Deaminase (AID): AID signal. Single-stranded DNA cytosine deaminase (Homo sapiens), Q9GZX7. AID deamination FRET fluorescence, UDG-coupled, 4 h. Potency, µM (highest dose often 115 µM), without a hit: top-dose activity change, negative = inhibition, most hits filed as inhibitors. 0.32% of 91,000 active; note: nearly all actives have a fitted effect of over 25% in size
Target sequence (Q9GZX7 whole entry, looked up): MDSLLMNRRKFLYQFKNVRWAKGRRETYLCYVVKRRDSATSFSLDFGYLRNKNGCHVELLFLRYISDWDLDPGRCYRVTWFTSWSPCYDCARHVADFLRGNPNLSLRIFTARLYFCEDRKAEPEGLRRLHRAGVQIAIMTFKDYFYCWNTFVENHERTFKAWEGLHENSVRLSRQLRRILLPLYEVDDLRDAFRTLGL
* hit, by the source's call; ? = inconclusive; & = joins results of further samples; [ ] = remark or other dose. Calls come from the whole dose curve; as a rule, active = well fitted curve in the direction sought with a large enough effect; inconclusive = small, poorly fitted or top-dose-only effect, or another doubt; inactive = no such curve, though single readings can be large; an effect the other way counts as inactive or inconclusive. % is set by controls: 0 for no effect and ±100 for the full control effect; potency is the fitted concentration of half-maximal effect.

Below each SMILES: UDG counterscr	AID inhibitor
[1] COc1ccc(-c2cc(C(F)(F)F)c(C#N)c(SCC(=O)Nc3ccccc3F)n2)cc1
  -7.4%	-5.0%
[2] Cc1ccc(C(C=O)C=O)cc1
  -1.3%	-1.8%
[3] COC(=O)C(CC(CC(C(=O)OC)C(=O)OC)(C(=O)OC)C(=O)OC)C(=O)OC
  2.1%	0.2%
[4] CCCN1C(=O)C(O)(CC(=O)c2ccc(CC)cc2)c2ccccc21 (stereo not given)
  12.1%	3.4%
[5] O=S(=O)(C(Sc1ccc(Cl)cc1)=C(Sc1ccc(Cl)cc1)Sc1ccc(Cl)cc1)c1ccccc1
  -5.2%	-5.0%
[6] O=C(CSc1nc(-c2ccco2)nc2cc(=O)[nH]n12)Nc1ccccc1F
  11.1%	0.5%
[7] Cc1oc(-c2ccccc2)nc1CC(=O)Nc1cc(Cl)ccc1F
  -3.4%	2.2%
[8] O=C(Cc1ccccc1)Nc1cccc(-c2nc3cccnc3s2)c1
  -3.5%[57.5 µM]	1.6%
[9] Cc1ccc(NC(=O)CSc2nc(-c3ccco3)cc(C(F)(F)F)n2)c(C)c1
  -2.7%	8.4%
[10] CCOC(=O)Cn1c(=O)n(-c2cccc(Cl)c2)c2nc(-c3ccccc3Cl)nc(C(N)=O)c21
  -4.7%	274.7%[activator]
[11] O=C(O)c1ccc(NS(=O)(=O)c2ccc(Cl)c(C(=O)Nc3ccccc3)c2)cc1
  -7.9%	13.3%
[12] CCOc1ccc(-c2nnc(SCC(=O)NCCC(C)C)nc2-c2ccc(OCC)c(OC)c2)cc1OC
  ?	-0.8%
[13] O=c1c(O)c(-c2ccc(O)cc2O)oc2cc(O)cc(O)c12
  -1.4%	-11.2%
[14] COC(=O)C1=C(C)N(c2ccc(C)c(C)c2)C(=S)NC1c1ccsc1 (stereo not given)
  -2.4%	-7.7%
[15] Cc1cccc(C)c1NC(=O)c1cc2ccccc2oc1=O
  -3.0%	2.2%
[16] Cc1ccc(CNC(=O)CC2C=CCC2)cn1 (stereo not given)
  -10.6%	1.5%
[17] CCOc1ccc(C(=O)Nc2ccc3oc(-c4ccc5ccccc5c4)nc3c2)cc1
  -5.9%[57.5 µM]	0.7%
[18] CCOc1ccc(Nc2c(S(=O)(=O)c3ccccc3)cnc3ccc(F)cc23)cc1
  -21.7%	?
[19] O=C(Cn1cnc2c(oc3ccccc32)c1=O)Nc1ccccc1C(F)(F)F
  10.0%	3.1%
[20] O=C(NCc1cccnc1)c1ccc2nccnc2c1
  -3.8%	11.0%
[21] CCn1cc(C(=O)NCc2ccccc2Cl)c(=O)c2cc(S(=O)(=O)N3CCOCC3)ccc21
  -11.0%	-4.5%
[22] CCOc1ccc2nc(N3CCN(C(=O)C(C)C)CC3)sc2c1
  -2.9%	3.1%
[23] Cc1n[nH]c(=O)c2c(NC(=O)CSc3nnc(C4CC4)n3-c3ccccc3)oc(C)c12
  14.2%	8.2%
[24] CCCn1nc(C(=O)OCC#N)c2ccccc2c1=O
  0.2%	-4.9%
[25] CC1C(c2ccc(F)cc2)=[N+]([O-])C(C)(c2cccc([N+](=O)[O-])c2)N1O (stereo not given)
  1.3%	-5.8%
[26] COc1cccc(OC)c1C(=O)Oc1ccc2c(c1)O/C(=C\c1cccs1)C2=O
  -7.8%	-6.5%
[27] O=C(NCC(c1cccs1)S(=O)(=O)c1cccs1)c1ccc(C(F)(F)F)cc1 (stereo not given)
  ?	?
[28] COc1ccc2oc(=O)c(C(=O)NCc3ccccc3)cc2c1
  3.6%	-0.1%
[29] COc1ccc(NC(=O)N2c3ccccc3Sc3ccccc32)cc1OC
  ?	-25.1%
[30] Cc1cc2nc(CSc3nc4ccc(NC(=O)C(C)(C)C)cc4s3)cc(=O)n2o1
  2.1%	8.4%

Reformatted as a markdown table: 3 of the compounds above.
| No. | Molecule | UDG counterscr | AID inhibitor |
| --- | --- | --- | --- |
| 25 | CC1C(c2ccc(F)cc2)=[N+]([O-])C(C)(c2cccc([N+](=O)[O-])c2)N1O (stereo not given) | 1.3% | -5.8% |
| 26 | COc1cccc(OC)c1C(=O)Oc1ccc2c(c1)O/C(=C\c1cccs1)C2=O | -7.8% | -6.5% |
| 27 | O=C(NCC(c1cccs1)S(=O)(=O)c1cccs1)c1ccc(C(F)(F)F)cc1 (stereo not given) | ? | ? |

(listing goes on)
Below each SMILES: UDG counterscr	AID inhibitor
[31] Fc1ccc(-c2noc3ncnc(NC4CCCCC4)c23)cc1
  -3.9%	-20.2%
[32] COc1cccc(C(=O)Nc2cccc(C(=O)OCc3cc(=O)n4nc(C(C)C)sc4n3)c2)c1
  -3.4%	9.0%
[33] Cc1ccc(/C=[N+](\[O-])C2N(C)C(=S)SC2(C)C)cc1 (stereo not given)
  5.1%	0.9%
[34] O=C(Nc1ccc2nc(SCc3ccccc3)sc2c1)c1ccccc1F
  18.8%	-2.0%
[35] COc1ccc(-c2cn3nc(N4CCCC(C(=O)NCCc5cccs5)C4)sc3n2)cc1 (stereo not given)
  -3.7%	-7.0%
[36] CCOc1ccc(CCNC(=O)CSc2nnnn2-c2ccc(C)cc2C)cc1OCC
  13.2%	14.0%
[37] Cc1nn(CC(O)c2cc(F)ccc2F)c(=O)c2ccccc12 (stereo not given)
  8.3%	2.2%
[38] CCC1CCCCN1S(=O)(=O)c1ccc(N2CCCCS2(=O)=O)cc1 (stereo not given)
  0.6%	-0.4%
[39] CCCc1nnc(NC(=O)c2cc(-c3ccncc3)nc3ccccc23)s1
  7.8%	1.9%
[40] Cc1ccc(CSC2=Nc3ccccc3C3=NC(CCC(=O)N4CCN(c5ccccc5)CC4)C(=O)N23)cc1 (stereo not given)
  -16.6%	-10.2%
[41] CNC(=O)NC(=O)CCN1CCOC(c2ccc(Br)cc2)C1 (stereo not given)
  -1.9%	-0.4%
[42] CNC(=S)NNC(=O)c1ccc(F)cc1
  -3.8%	-2.9%
[43] Cc1ccc(C)c(Cn2c3ccccc3c3cnn(CC(=O)NC4CCCCCC4)c(=O)c32)c1
  -9.3%[57.5 µM]	-0.3%
[44] COc1cc(Cl)c(C)cc1NC(=O)c1c(C)oc2nc(C)nc(N3CCCC3)c12
  -9.4%	?
[45] CCN1CCN(c2ccc3cc(S(=O)(=O)N4CCOCC4)ccc3n2)CC1
  -7.0%	83.8%[activator]

Reprinted at random: five compounds from above, in no set order.
Below each SMILES: UDG counterscr	AID inhibitor
[42] CNC(=S)NNC(=O)c1ccc(F)cc1
  -3.8%	-2.9%
[32] COc1cccc(C(=O)Nc2cccc(C(=O)OCc3cc(=O)n4nc(C(C)C)sc4n3)c2)c1
  -3.4%	9.0%
[31] Fc1ccc(-c2noc3ncnc(NC4CCCCC4)c23)cc1
  -3.9%	-20.2%
[33] Cc1ccc(/C=[N+](\[O-])C2N(C)C(=S)SC2(C)C)cc1 (stereo not given)
  5.1%	0.9%
[35] COc1ccc(-c2cn3nc(N4CCCC(C(=O)NCCc5cccs5)C4)sc3n2)cc1 (stereo not given)
  -3.7%	-7.0%

The list goes on.
Below each SMILES: UDG counterscr	AID inhibitor
[46] COC(=O)C(C#N)c1nc2ccccc2nc1NC1CC1 (stereo not given)
  0.9%	12.2%
[47] CC(C)CNC(=O)c1cc(-c2ccccc2F)no1
  -3.4%	1.4%
[48] COc1ccc(OC)c(C2CCCN2C(=O)c2ccc(-n3cccn3)cc2)c1 (stereo not given)
  4.5%	-1.5%
[49] Clc1ccc(N2CCN(Cc3nnc(-c4ccc5c(c4)OCO5)o3)CC2)cc1
  -1.3%	6.9%
[50] O=C(O)CC(c1ccccc1)c1cc(Cl)ccc1O (stereo not given)
  -0.4%	-0.2%
[51] CCOC(=O)NC(=O)COC(=O)[C@H](C)NC(=O)c1ccccc1
  1.0%	2.3%
[52] Cn1c(=O)c(=O)n(C)c2cc(N3CCCCC3)c(NS(=O)(=O)c3ccc(C(C)(C)C)cc3)cc21
  -1.7%	?
[53] Cc1sc2nc(CN3CCOCC3)nc(Sc3nnnn3C3CC3)c2c1C
  -2.5%	-12.8%
[54] C=CCOC(=O)c1[nH]c(C)c(C(=O)OCC)c1C
  11.6%	6.2%
[55] O=C(Cn1ccc2cc(S(=O)(=O)N3CCCCC3)ccc21)NCc1cccc(Cl)c1
  -16.7%[57.5 µM]	-4.2%
[56] CCOc1ccc(C(=O)c2cn(CC(=O)Nc3ccc(F)c(F)c3)c3cc4c(cc3c2=O)OCCO4)cc1
  -9.9%	-6.3%
[57] O=C(NCc1ccccc1S(=O)(=O)N1CCOCC1)c1ccc(OC(F)F)cc1
  -1.6%	-0.9%
[58] CCOc1ccc(-c2noc(CSc3nnc(-c4ccccc4)n3-c3ccccc3)n2)cc1
  -1.0%	0.1%
[59] Cn1nc(C(=O)Nc2cccc3cnccc23)c2ccccc2c1=O
  -14.3%	-4.3%
[60] CC(C)(C)C(=O)Nc1ccc(-c2csc(N)n2)cc1
  -10.9%	-0.9%
[61] Cn1c(SCc2ccccc2Cl)nc2c([nH]c3ccccc32)c1=O
  -2.1%[57.5 µM]	4.3%
[62] CCCn1c(-c2ccccc2)nc2c(=O)n(C)c(=O)[nH]c21
  -5.6%	-4.4%
[63] COc1ccc(C)cc1NC(=O)CCNS(=O)(=O)c1cccc2nonc12
  5.9%	5.0%
[64] CC(=O)c1nn(-c2ccc(OC(F)(F)F)cc2)nc1Nc1ccc(C)cc1
  1.5%	7.8%
[65] O=S1(=O)C[C@H](N2CCN(c3ncccn3)CC2)[C@@H](S(=O)(=O)c2ccc(F)cc2)C1
  -10.9%	-10.0%
[66] Cn1ncc2c(N3CCN(c4ccccc4Cl)CC3)ncnc21
  4.7%[57.5 µM]	10.2%
[67] c1ccc(-c2noc(-c3cccnc3NCc3ccco3)n2)cc1
  -4.4%	-5.2%
[68] CC(=O)N1c2ccccc2C(=O)C1N1CCN(c2ccccc2F)CC1 (stereo not given)
  -2.9%	75.9%[activator]
[69] O=C(Nc1cccc2c1CCCC2)N1CCOc2ccc(Cl)cc21
  -1.0%[57.5 µM]	2.6%
[70] O=C(Nc1ccccc1C(F)(F)F)c1cc2ccccn2n1
  -9.5%&4.2%	-8.7%&1.4%
[71] COC(=O)c1cc2occc2n1Cc1ccc(F)cc1Cl
  0.3%	-29.9%
[72] COc1ccccc1CNC(=O)Cc1c(C)c2c(cc(C)c3c(C)coc32)oc1=O
  7.0%	8.0%
[73] CCOC(=O)c1cc(-c2ccc(F)cc2)n(CCC(=O)NC2CCC(C)CC2)c1C (stereo not given)
  3.8%	4.4%
[74] Cc1ccc(Nc2c(-c3ccc(N4CCOCC4)cc3)nc3cccc(C)n23)cc1
  -12.4%	?
[75] Cc1ccc2nc(CN3CCN(S(=O)(=O)c4ccccc4)CC3)oc2c1
  12.1%	-8.5%
[76] O=C(NC1CCCC1)c1c[nH]c2ccc(S(=O)(=O)Nc3cccc(C(F)(F)F)c3)cc2c1=O
  -13.2%	-11.2%
[77] COc1ccccc1CNC(=O)Cn1c(=O)ccc2cc(S(=O)(=O)N3CCCC3)ccc21
  -1.0%	-14.5%
[78] CCOC(=O)c1ccc(N2C(=O)[C@@H]3C(Cc4ccc(O)cc4)NC4(C(=O)Nc5ccc(F)cc54)[C@@H]3C2=O)cc1 (stereo not given in full)
  7.6%	2.1%
[79] Cc1ccc2cccc(NC(=O)c3cccc4c(Cl)cccc34)c2n1
  14.5%	19.4%
[80] Cc1ccccc1CCNC(=O)c1[nH]c2ccccc2c1Cl
  6.7%	2.7%
[81] CCOC(=O)C1=C(C)N=C2SCCC(=O)N2C1c1ccc(OCc2ccccc2)c(OC)c1 (stereo not given)
  -8.3%	-8.6%
[82] Cc1ccc2nc(COc3ccccc3NC(=O)c3ccccc3F)cc(=O)n2c1
  -1.0%	1.1%
[83] O=C(NC(C1CC1)C1CC1)c1cc(Cl)nc(Cl)c1
  7.5%	-3.4%
[84] Cc1cccc(OCCSc2nnc(-c3cccs3)o2)c1
  -19.5%[57.5 µM]	?
[85] O=C(NC1CCC(O)CC1)c1ccc2c(c1)-c1ccccc1C2 (stereo not given)
  2.7%	2.8%
[86] COc1cc(C(=O)NCC(c2cccnc2)N2CCN(c3ccc(F)cc3)CC2)cc(OC)c1OC (stereo not given)
  2.6%	7.3%
[87] Cc1nn(C)c2ncc(NC(=O)CCc3ncc(-c4ccc(F)cc4F)o3)cc12
  -3.2%	-1.0%
[88] COc1ccccc1CCNC(=O)Cn1ccc2cc(S(=O)(=O)N3CCCCC3)ccc21
  -22.5%[57.5 µM]	?
[89] CCC1CCCCN1C(=O)COC(=O)c1cccc2c(=O)c(C)c(-c3ccccc3)oc12 (stereo not given)
  -2.6%	-27.1%
[90] COc1ccc(Cl)cc1-n1nnc(-c2nsc(NC(=O)c3ccccc3Cl)n2)c1C
  0.7%	4.2%
[91] C=C(C)COc1ccc2c(C)c(CCC(=O)Nc3nccs3)c(=O)oc2c1
  8.2%	-4.6%
[92] CCCn1nc(C(=O)Nc2nccs2)c2ccccc2c1=O
  6.5%	-2.8%
[93] COCCCNC(=O)CN(C)C(=O)c1ccc(C(=O)OC)cc1
  -1.9%	-5.9%
[94] CCS(=O)(=O)c1oc(-c2ccc(F)cc2)nc1S(=O)(=O)c1ccc(Br)cc1
  4.7%	6.2%
[95] COc1ccc(OC)c(NC(=O)CN(c2cccc(C)c2C)S(C)(=O)=O)c1
  6.1%	-4.3%
[96] CC(=O)c1sc(-c2cccc(F)c2)nc1C
  -1.9%	-0.1%
[97] CC(=O)c1ccc(NC(=O)c2ccc(-c3nc(CSc4ccccc4)c(C)o3)cc2)cc1
  -8.3%	-6.8%
[98] CC1CC(C)CN(C(=O)C(C)Cl)C1 (stereo not given)
  9.5%	-1.8%
[99] CN(C(=O)COC(=O)c1cncc(Br)c1)C1CCCCC1
  -0.3%	-3.0%
[100] CC(C)C[C@@H](NC(=O)OC(C)(C)C)C(=O)O
  -11.6%	-7.7%

This is a subset; count on the stated rates, not on these rows.
